Salmonella PhoP GFP: PhoP regulon inhibitors, Salmonella typhi PhoP promoter GFP reporter, confirmatory (AID 1850). inhibition, % at 50 µM, or IC50 in µM where a hit was titrated. 310,000 tested, 0.33% active. Salmonella Typhi PhoP-promoter GFP reporter, fluorescence, 4 h; higher % means a stronger effect; in the data active means a potency from the dose series; inconclusive means inhibition mostly from about 25% at the one dose, without a potency; inactive means the rest, 99 in 100 with inhibition below about 19%;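 further: 0% = induced wells with vehicle and 100% = uninduced wells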
influenza NS1A: H1N1 influenza NS1A inhibitors, functional cell based assay (AID 504329); NS1A functional cell-based assay, percent inhibition; higher % means a stronger effect; 340,000 tested, 0.3% active; inhibition, % at 12.5 µM; hits with a dose series show IC50 in µM; in the data active means a potency from the dose series; inconclusive means inhibition above about 27% without an active follow-up result; further: strong numbers were not always called active
H37Rv inhibition: M. tuberculosis growth inhibition, HTS (AID 449762); one-dose inhibition, % at 25 µM; IC50 in µM for titrated hits; 330,000 tested, 0.59% active; M. tuberculosis H37Rv growth inhibition, 7H9 media; higher % means a stronger effect; in the data active means a potency from the dose series; inconclusive means inhibition above about 70% without an active follow-up result;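 further: bacterial growth assessed after seven days of incubation; strong numbers were not always called active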
tuberculosis growth: growth inhibition of non-replicating M. tuberculosis (AID 488890) | Mycobacterium tuberculosis non-replicating, growth inhibition; higher % means a stronger effect | inhibition, % at 25 µM, or IC50 in µM where a hit was titrated | 320,000 tested, 0.39% active; in the data active means a potency from the dose series; inconclusive means inhibition mostly from about 82% at the one dose, without a potency; inactive means the rest, 99 in 100 with inhibition below about 76%;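 further: plate controls were DMSO cells for no effect and high antibiotic wells for full effect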
VEEV TC-83 Vero: inhibitors of VEEV TC-83 cytopathic effect, confirmation, Vero cells (AID 588727); Vero cells, VEEV TC-83 cytopathic effect inhibition; higher % means a stronger effect; one-dose inhibition, % at 20 µM; IC50 in µM for titrated hits; 350,000 tested, 0.13% active; in the data active means a potency from the dose series; inconclusive means inhibition mostly from about 14% at the one dose, without a potency; inactive means the rest, 99 in 100 with inhibition below about 12%; further: strong numbers were not always called active
VEEV TC-83 Vero 10K pilot screen: second read-out of VEEV TC-83 Vero, no call of its own (marks repeat the call); inhibition, %; measured here: 10K pilot screen inhibition
* hit, by the source's call; i = inactive; ? = inconclusive; · = not tested or not shown.

SMILES	Salmonella PhoP GFP	influenza NS1A	H37Rv inhibition	tuberculosis growth	VEEV TC-83 Vero	others
O=C(O)CN1C(=O)C(=O)N(Cc2ccccc2F)C1=O	-5%	-5%	-1%	-16%	3.1%
CN(Cc1ccc(F)cc1)S(=O)(=O)c1nnc(NC(=O)c2ccccc2Br)s1	2%	0%	-3%	37%	9.0%
CNc1ccc(C(O)(C(F)(F)F)C(F)(F)F)cc1C(O)(C(F)(F)F)C(F)(F)F	-1%	-32%	2%	4%	0.2%
NC(=O)CSc1nnc(-c2cc3ccccc3o2)n1Cc1ccccc1	-13%	-5%	6%	25%	2.5%
Cc1ccc2c(C)c(C(=O)NCc3ccc(S(N)(=O)=O)cc3)oc2c1	1%	-3%	-3%	-12%	0.5%
O=C1CC[C@@H](O)CCN1CC[C@H](Sc1ccccc1)c1ccccc1	8%	10%	-8%	21%	i
Cc1cccc(NCC(=O)N/N=C\c2cccn2C)c1	0%	-18%	2%	-9%	0.2%
Oc1ccc(C(=S)N2CCCCC2)cc1	0%	-13%	-8%	1%	0.7%
COc1ccc(NC(=O)CCNC(=O)Cn2cnc3ccccc3c2=O)c(OC)c1	3%	-1%	2%	-5%	i
CCOC(=O)C1(CC2CC2)CCN(Cc2cnc(N(C)C)s2)CC1	5%	-5%	-6%	-5%	i
CC(=O)c1ccc(NCC2COc3ccccc3O2)c([N+](=O)[O-])c1 (stereo not drawn)	-6%	14%	-4%	-14%	2.3%
CCOc1ccc(-c2[nH]ncc2Oc2ccccc2OCC)c(O)c1	-2%	7%	9%	9%	9.7%
COc1cccc(OC)c1C(=O)NC(=S)N1CCN(c2ccc(C(F)(F)F)cc2[N+](=O)[O-])CC1	-2%	-3%	12%	22%	9.3%
Cn1nc(C(F)(F)F)c2cc(C(=O)Nc3ccc(C(F)(F)F)cc3)sc21	1%	6%	?	36%	i
COc1cccc2sc(N3CCN(C(=O)c4ccco4)CC3)nc12	8%	-3%	-4%	-20%	10%

In the list so far, two contain an aryl thioether with sulfur outside any ring.
SMILES	Salmonella PhoP GFP	influenza NS1A	H37Rv inhibition	tuberculosis growth	VEEV TC-83 Vero	others
NC(=O)CSc1nnc(-c2cc3ccccc3o2)n1Cc1ccccc1	-13%	-5%	6%	25%	2.5%
O=C1CC[C@@H](O)CCN1CC[C@H](Sc1ccccc1)c1ccccc1	8%	10%	-8%	21%	i

Going on with the list:
SMILES	Salmonella PhoP GFP	influenza NS1A	H37Rv inhibition	tuberculosis growth	VEEV TC-83 Vero	others
CCNc1nc(NCC)nc(SCCOC(=O)c2ccccc2)n1	10%	6%	3%	-12%	1.8%
O=C(c1ccc(COc2ccc(Cl)cc2)o1)N1N=C(C(F)F)CC1(O)C(F)F (stereo not drawn)	-1%	-4%	5%	?	2.7%
CCOc1ccc(C2C(C(=O)Nc3ccccc3)=C(C)N=c3s/c(=C/c4cccc(OCC(=O)O)c4)c(=O)n32)cc1 (stereo not drawn)	5%	6%	14%	6%	5.0%
Nc1cc(N)nc(SCc2cccnc2)n1	-2%	-9%	1%	4%	i
COc1ccc(-c2c(C)oc3c(CN4CCCCC4C)c(O)ccc3c2=O)cc1 (stereo not drawn)	-5%	1%	-1%	-19%	i
COc1ccccc1N1CCN(C(=O)c2cc(-c3ccccc3)on2)CC1	-6%	1%	2%	27%	4.2%
CCc1cc2cc(C)cc(C)c2nc1Cl	4%	-5%	2%	-4%	2.5%
Cc1cc(/C=C2\SC(=S)N(C)C2=O)c(C)n1-c1ccccc1O	-20%	7%	-4%	-4%	?
CC(NC(=S)Nc1cccc(F)c1)C(c1cccs1)N1CCOCC1 (stereo not drawn)	1%	-6%	-2%	55%	1.6%
COc1ccc(/C=C/C(=O)NC(=S)NCc2ccccc2)cc1OC	8%	-7%	-12%	-3%	i
CCOC1=CC(=O)OC(c2ccccc2)C1 (stereo not drawn)	·	-3%	·	·	i
CCOC(=O)N1CCC(NC(=O)c2cc3cc4cc(OC)ccc4nc3o2)CC1	3%	3%	-2%	22%	4.5%	VEEV TC-83 Vero 10K pilot screen=2.6
CCOC(=O)C1CCN(C(=O)c2ccc(Cl)c(S(=O)(=O)N3CCCC3)c2)CC1	-8%	4%	-3%	-2%	5.1%
CN(C)CCNC(=O)NC1CCCCC1	-3%	-3%	1%	0%	0.2%
CCOC(=O)c1sc(NC(=O)CSc2nc(C)cc(C)n2)c(C#N)c1C	0%	5%	-16%	10%	i
CCN(CC(=O)NCc1cccs1)C(=O)CCC(=O)c1ccc(C)cc1	2%	4%	-2%	-3%	0.8%
COc1ccccc1C(=O)Oc1ccc(N2C(=O)CCC2=O)cc1	8%	4%	1%	0%	0.8%
Cc1ccc(NC(=O)COc2cccc(Oc3ccccc3)c2)cc1S(=O)(=O)N1CCOCC1	·	-6%	-9%	18%	6.5%
Nc1ccc(NC(=O)CCN2CCOCC2)cc1	10%	-3%	3%	3%	1.7%
CNC(=S)N1N=C(c2ccc(Br)cc2)CC1c1ccc(OC)cc1 (stereo not drawn)	-6%	6%	5%	38%	9.6%
COc1ccc(S(=O)(=O)N2CCCCC2)cc1NC(=O)c1cncc(Br)c1	·	-2%	5%	3%	1.2%
N#C/C(=C\c1cc(Cl)c(OCc2ccc(Cl)cc2)c(Cl)c1)C(N)=O	-14%	·	9%	40%	·
COc1ccc(CCNC(=O)CSc2n[nH]c(N)n2)cc1OC	7%	1%	-6%	-11%	0.9%
O=C(CSc1ccc2nnc(-c3ccccn3)n2n1)NCC1CCCO1 (stereo not drawn)	·	-7%	-4%	·	i
NC(=O)C(c1ccc(Cl)cc1Cl)c1ncc(C(F)(F)F)cc1Cl (stereo not drawn)	1%	0%	-5%	28%	i
O=C(O)c1ccc(CSc2nnc(-c3ccccc3)n2-c2ccccc2)cc1	8%	-13%	-4%	-1%	0.7%
CCC(CC)NC(=O)C1CC(=O)N(CCc2ccc(F)cc2)C1 (stereo not drawn)	6%	-3%	-9%	-13%	i
Cc1ccc(C(=O)c2c[nH]c(C(=O)NCCCN3CCOCC3)c2)cc1	-6%	0%	-5%	16%	3.1%
O=C(CCCOc1ccc(Cl)cc1Cl)Nc1ncccn1	-2%	-2%	-3%	-7%	0.9%
CCC(C)C(NC(=O)c1ccccc1NC(=O)c1ccc(OC)cc1)C(=O)NCCCn1ccnc1 (stereo not drawn)	-21%	-6%	7%	7%	i
O=S(=O)(CS(=O)(=O)Oc1ccccc1)Oc1ccccc1	·	5%	·	·	3.8%
CC(CNC(=O)c1ccco1)NC(=O)c1ccco1 (stereo not drawn)	7%	-9%	4%	-5%	1.9%
O=C1CCCCC1(CCc1ccncc1)CCc1ccncc1	·	-13%	·	·	i
Cc1cc(C)c(C(CC(=O)c2cccs2)C(C#N)C#N)c(C)c1 (stereo not drawn)	-8%	6%	-1%	24%	i
COc1cc(C2NC(=O)N(C)C(C)=C2C(=O)OCc2ccccc2)cc(Br)c1O (stereo not drawn)	3%	-1%	-7%	-14%	4.9%
OC(c1cc(-c2ccc(C(F)(F)F)cc2)nc(C(F)(F)F)c1)C1CCCCN1 (stereo not drawn)	-1%	-7%	?	?	i
CCOc1ncccc1C(=O)OCc1ccc(C(=O)OC)cc1	-4%	-2%	?	?	i
O=C(Nc1ccccc1)c1ccc(-c2ccccc2)s1	-6%	-2%	2%	76%	1.4%
COC(=O)c1c(NC(=O)CSc2nncs2)sc2c1CCCCC2	-2%	6%	19%	19%	1.6%
Cc1ccccc1NC(=O)NC(C)(C)CC(C)(C)C	-6%	-13%	10%	10%	4.3%
CCOC(=O)COn1c(=O)c(-c2ccc(C)cc2)[n+]([O-])c2ccccc21	-5%	-1%	6%	15%	i
C/C(=C\c1ccco1)C1C(C#N)=C(N)Oc2n[nH]c(-c3ccccc3)c21 (stereo not drawn)	-13%	8%	-6%	3%	1.9%
CC(=O)c1ccc(S(=O)(=O)NCC(=O)N2CCN(C/C=C/c3ccccc3)CC2)cc1	·	9%	-9%	16%	1.1%
CCCCCN(C(=O)NC(=O)NCCCC)S(C)(=O)=O	-2%	-7%	9%	-6%	0.6%
O=C1C=CN2CCOCC2C1 (stereo not drawn)	·	-7%	0%	5%	2.7%
Cc1cc(OCC(=O)NCCc2c[nH]c3ccccc23)c2c(C)c(C)c(=O)oc2c1	-10%	8%	-1%	2%	7.9%
COc1ccc(/C(C)=N/NC(=O)c2nc(C)cc(C)n2)cc1	12%	2%	-9%	-24%	2.2%
COc1ccc(N=C2S/C(=C\c3ccc(N4CCOCC4)o3)C(=O)N2CCc2c[nH]c3ccccc23)cc1	17%	-12%	47%	?	1.4%
CCCNC(=O)C1CC(=O)N(c2ccc(OCC)cc2)C1 (stereo not drawn)	-5%	-5%	-5%	-8%	1.2%
COc1cc(C)nc(NC(=S)N(C)C(=O)c2ccccc2)n1	7%	·	-9%	-5%	9.2%
O=C(COc1ncnc2cc([N+](=O)[O-])ccc12)N(CCc1ccccc1)Cc1ccccc1	-10%	2%	5%	0%	9.3%
CCC(=NCc1cccnc1)c1c(O)n(C2CCCCC2)c(=O)[nH]c1=O	16%	-5%	16%	30%	i
CCn1cc(CNCc2cn(C)nc2-c2ccc(C3CCCCC3)cc2)cn1	·	0%	·	·	6.7%
COc1cc(N2C(=O)CC3(CCCC3)CC2=O)cc(OC)c1OC	-4%	5%	-4%	2%	i
O=C(COc1ccc2c(c1)OCO2)Nc1ccc2c(c1)oc1ccccc12	-23%	-1%	-5%	48%	1.4%
Cc1ccccc1-c1noc(C2CCCCC2)n1	-11%	3%	-15%	5%	2.0%
CC(C)n1nc(C(=O)Nc2nc3ccccc3[nH]2)c2ccccc2c1=O	5%	-3%	9%	57%	8.8%
Oc1cc2c(cc1CN1CCN(c3ncccn3)CC1)OCO2	-4%	-7%	0%	·	0.6%
Cc1ccc(C23CC4CC(CC(NC(=O)NCCN(C)C)(C4)C2)C3)cc1	5%	5%	-1%	41%	i
CCCC(=O)Nc1ccc(S(=O)(=O)N2CCC(c3nc4ccccc4[nH]3)CC2)cc1	8%	-15%	5%	26%	3.3%

4 records drawn at random from the list so far, as already listed:
SMILES	Salmonella PhoP GFP	influenza NS1A	H37Rv inhibition	tuberculosis growth	VEEV TC-83 Vero	others
COc1cc(C)nc(NC(=S)N(C)C(=O)c2ccccc2)n1	7%	·	-9%	-5%	9.2%
CCC(=NCc1cccnc1)c1c(O)n(C2CCCCC2)c(=O)[nH]c1=O	16%	-5%	16%	30%	i
Cc1ccc(C23CC4CC(CC(NC(=O)NCCN(C)C)(C4)C2)C3)cc1	5%	5%	-1%	41%	i
Cc1ccccc1-c1noc(C2CCCCC2)n1	-11%	3%	-15%	5%	2.0%

More compounds.
SMILES	Salmonella PhoP GFP	influenza NS1A	H37Rv inhibition	tuberculosis growth	VEEV TC-83 Vero	others
Cc1ccc(N/N=C/C=C/c2ccco2)cc1	1%	-13%	61µM*	?	1.2%
CCOc1ccc(NCC(=O)c2ccc(C)cc2)cc1	13%	9%	?	5µM*	0.4%
COCC(C)NC(=O)c1nn(Cc2ccccc2)c(=O)c2ccccc12 (stereo not drawn)	-11%	-9%	4%	6%	2.9%
Cc1ccc(OCC(=O)Nc2ccc(S(=O)(=O)N3CCCC3)cc2)cc1	6%	-10%	3%	-5%	1.9%
CC(=O)Nc1ccc(S(=O)(=O)NC2(C(F)(F)F)NC(=O)N(C3CCCC3)C2=O)cc1 (stereo not drawn)	-10%	-2%	3%	5%	3.0%	VEEV TC-83 Vero 10K pilot screen=0.3
CCCc1cc(=O)[nH]c(SCC(=O)N(CCOC)c2c(N)n(Cc3ccccc3)c(=O)[nH]c2=O)n1	5%	-9%	-2%	-10%	1.3%
N#C/C(=C\c1ccc(Cl)cc1)C(=O)NC1CC1	5%	-20%	2%	4%	0.7%
CCOc1ccc(NC(=O)CN(C)C(=O)c2ccc(NC3CC3)c([N+](=O)[O-])c2)cc1OCC	4%	-5%	3%	-7%	2.0%
OC(COCC1COc2ccccc2O1)CN1CCN(c2ccccc2)CC1 (stereo not drawn)	4%	-5%	7%	8%	1.2%
CC(=O)Nc1ccc(OCC(O)Cn2cccn2)cc1 (stereo not drawn)	-1%	-6%	-1%	-12%	0.8%
Cc1cc(C(=O)N2CCc3ccccc32)n(-c2ccccc2)n1	-10%	26%	-13%	10%	0.1%
CCOc1ccc(Oc2nc(NCC(C)C)nc(N(C)C)n2)nn1	14%	-9%	-2%	-12%	6.6%
C[C@H](NC(=O)[C@@H]1Cc2ccccc2CN1)C(=O)NC1CCCCC1	0%	3%	-4%	-7%	i
Clc1ccc2oc(-c3ccccc3)nc2c1	-5%	5%	-1%	-4%	8.0%
